From PubChem
NCI-60 one-dose screen, 48 h, at 10 µM unless noted. Numbers give growth in % (100 = growth as untreated, 0 = no growth, -100 = all killed).
HS 578T – HS 578T breast cancer. 78,000 compounds, 4.1% hits
BT-549 – BT-549 breast cancer | 78,000 compounds, 4.4% hits | AID 1794793
LOX IMVI – LOX IMVI melanoma; 79,000 compounds, 7.4% hits
SK-MEL-28 – SK-MEL-28 melanoma. 81,000 compounds, 4.1% hits. AID 1794761
SK-MEL-2 – SK-MEL-2 melanoma; 77,000 compounds, 4.7% hits
T-47D – T-47D breast cancer. AID 1794792. 79,000 compounds, 5% hits
SK-MEL-5 – SK-MEL-5 melanoma. 80,000 compounds, 6.4% hits
MDA-MB-435 – MDA-MB-435 melanoma; AID 1794794; 82,000 compounds, 7.8% hits
Active calls of the source: *; & = joins results of further samples. Rule for the calls: active = growth percent below 10; inactive = the rest.

Screening C=CCNc1n[nH]c(=S)s1 returned HS 578T 102.1, BT-549 100.9, LOX IMVI 102.6, SK-MEL-28 111.0, T-47D 101.9, SK-MEL-5 107.0 and MDA-MB-435 111.5.
OC(c1ccccc1)c1ccc(Br)cc1 (centres undefined) was read as HS 578T 98.3, BT-549 94.3, SK-MEL-28 116.5, SK-MEL-2 96.6, T-47D 101.1, SK-MEL-5 113.0 and MDA-MB-435 110.1.
CN(C)c1ccc(/C=C2\Cc3cc4c(cc3C2=O)OCO4)cc1 was read as HS 578T 108.8, BT-549 97.2, LOX IMVI 101.0, SK-MEL-28 102.0, SK-MEL-2 89.5, T-47D 73.6, SK-MEL-5 91.1 and MDA-MB-435 90.1.
`CCCCCCn1c(-c2ccc(C(=O)O/N=C(\N)c3ccc4c(c3)OCO4)cc2)nc(-c2ccccc2)c1-c1ccccc1` gave HS 578T 4.8*, BT-549 43.5, LOX IMVI -95.1*, SK-MEL-28 59.1, SK-MEL-2 70.9, T-47D -11.9* and SK-MEL-5 62.0.
CN(C)C(=O)OC(c1ccc(Cl)cc1)c1ccccn1 (centres undefined) was read as HS 578T 104.4, BT-549 107.6, LOX IMVI 97.0, SK-MEL-28 98.7, SK-MEL-2 103.2, T-47D 102.7, SK-MEL-5 96.3 and MDA-MB-435 95.4.
For COc1ccc(C2=Nn3c(N=Nc4c(O)[nH]c5ccc(OC)cc45)nnc3SC2)cc1 the results were HS 578T 111.7, BT-549 105.8, LOX IMVI 111.7, SK-MEL-28 111.4, SK-MEL-2 92.9, T-47D 85.4, SK-MEL-5 105.3 and MDA-MB-435 99.3.
`Cc1cc(C)n(C(=O)CSc2ncnc3c2c(-c2ccccc2)c(-c2ccccc2)n3-c2cccc(Cl)c2)n1` gave HS 578T 94.2, BT-549 92.0, LOX IMVI 93.7, SK-MEL-28 111.3, SK-MEL-2 94.5, T-47D 80.6, SK-MEL-5 90.2 and MDA-MB-435 97.7.
`Cc1cc(-c2ccc(NS(=O)(=O)c3ccccc3)c(C)c2)ccc1NS(=O)(=O)c1ccccc1` gave HS 578T 92.6&83.4, BT-549 79.7, LOX IMVI 75.0&84.0, SK-MEL-28 108.9&92.2, SK-MEL-2 101.8&85.0, T-47D 104.7&78.7, SK-MEL-5 87.2 and MDA-MB-435 102.4&92.5.
Screening O=C1Nc2ccc(Cl)cc2/C1=N/N=C/c1cccnc1 returned HS 578T 82.1, BT-549 94.3, LOX IMVI 83.1, SK-MEL-28 108.8, SK-MEL-2 114.0, SK-MEL-5 97.5 and MDA-MB-435 94.4.
Screening CC(C)CCC[C@@H](C)[C@H]1CC[C@H]2[C@@H]3CC[C@H]4C/C(=N/O)CC[C@]4(C)[C@H]3CC[C@]12C returned HS 578T 100.7, BT-549 108.3, LOX IMVI 96.6, SK-MEL-28 116.3, SK-MEL-2 101.4, T-47D 102.5, SK-MEL-5 98.3 and MDA-MB-435 102.7.
Cc1c(Cc2ccccc2)c(=O)oc2c(C)c(OCC(=O)N3NC(=O)CC3=O)ccc12 was read as HS 578T 95.4, BT-549 103.6, LOX IMVI 94.9, SK-MEL-28 118.0, SK-MEL-2 108.5, T-47D 93.8, SK-MEL-5 97.8 and MDA-MB-435 108.2.
CCOC(=O)CNC(=O)C(c1ccccc1)c1ccccc1 was read as HS 578T 103.7, BT-549 79.5, LOX IMVI 98.3, SK-MEL-28 107.3, SK-MEL-2 88.7, SK-MEL-5 101.0 and MDA-MB-435 105.3.
For O=C(Nc1cccc(C(F)(F)F)c1)Nc1ccc2oc(=O)ccc2c1 the results were HS 578T 99.4, BT-549 121.0, LOX IMVI 91.9, SK-MEL-28 96.2, T-47D 75.4 and MDA-MB-435 89.8.
For COc1ccc(OC)c2c1nnc1c3cccnc3c(C#N)n12 the results were HS 578T 129.6, LOX IMVI 98.9, SK-MEL-28 108.2, T-47D 97.7, SK-MEL-5 96.1 and MDA-MB-435 114.6.
`CCSc1nc2ccccc2o1` gave HS 578T 102.0, LOX IMVI 102.7, SK-MEL-28 113.0, T-47D 106.5, SK-MEL-5 107.7 and MDA-MB-435 111.1.
`O=C(NCc1ccncc1)Nc1ccc(Cc2ccc(NC(=O)NCc3ccncc3)cc2)cc1` gave HS 578T 102.1, BT-549 85.2, LOX IMVI 94.7, SK-MEL-28 97.4, SK-MEL-2 94.7, T-47D 85.4, SK-MEL-5 97.0 and MDA-MB-435 103.9.
`C#CCOc1ccccc1/C=N/Nc1nc(-c2ccc(F)cc2)cs1` gave HS 578T 95.5, LOX IMVI 91.4, SK-MEL-28 92.7, SK-MEL-2 94.3, T-47D 54.3, SK-MEL-5 94.2 and MDA-MB-435 96.4.
Screening Cc1ccc(C(=O)NCCNc2nccc(-c3c(-c4cccc(F)c4)nc4sccn34)n2)cc1 returned HS 578T 33.0, BT-549 55.2, LOX IMVI 39.4, SK-MEL-28 65.0, SK-MEL-2 70.7, T-47D 42.4, SK-MEL-5 37.6 and MDA-MB-435 41.6.
`CCc1c(N)nc(N)nc1Cl` gave HS 578T 101.6, BT-549 113.0, LOX IMVI 106.8, SK-MEL-28 105.7, SK-MEL-2 120.3, T-47D 115.1, SK-MEL-5 102.8 and MDA-MB-435 105.1.
Cc1cc(Cc2cc(C)cc(C(C)(C)C)c2O)c(O)c(C(C)(C)C)c1 was read as BT-549 74.1, LOX IMVI 47.5, SK-MEL-28 80.3, SK-MEL-2 68.8, T-47D 9.7*, SK-MEL-5 48.3 and MDA-MB-435 52.2.
Screening CCOCCOC(=O)c1ccccc1C(=O)OCCOCC returned HS 578T 127.0, BT-549 114.0, LOX IMVI 91.6, SK-MEL-28 81.7, T-47D 101.4, SK-MEL-5 96.7 and MDA-MB-435 115.0.
Screening N#CCCNc1ccc(-c2ccccc2)cc1 returned HS 578T 108.9, BT-549 95.1, LOX IMVI 98.7, SK-MEL-28 103.4, SK-MEL-2 102.3, T-47D 93.5, SK-MEL-5 104.3 and MDA-MB-435 98.2.
Screening NC(=S)N1N=C(c2ccc(Cl)cc2)CC1c1cc2ccccc2[nH]c1=O (centres undefined) returned HS 578T 112.5, BT-549 101.6, LOX IMVI 105.4, SK-MEL-28 114.6, SK-MEL-2 102.6, T-47D 89.2, SK-MEL-5 107.1 and MDA-MB-435 103.7.
For COc1cc(-c2nc3ccccc3[nH]2)cc(CN2CCCCC2)c1O the results were HS 578T 90.8, BT-549 103.9, LOX IMVI 90.0, SK-MEL-28 111.9, SK-MEL-2 101.2, T-47D 100.1, SK-MEL-5 94.8 and MDA-MB-435 97.8.
`COc1cc(-n2cc(C#N)c(N)c2C(C)=O)cc(OC)c1OC` gave HS 578T 106.7, BT-549 100.1, LOX IMVI 103.4, SK-MEL-28 108.9, SK-MEL-2 89.0, T-47D 97.9, SK-MEL-5 100.8 and MDA-MB-435 106.2.
Screening COC(=O)C1=Nc2ccc(F)cc2/C1=C/c1sc(=S)[nH]c1O returned HS 578T 23.1, BT-549 -3.3*, LOX IMVI 13.0, SK-MEL-28 59.4, SK-MEL-2 39.5, T-47D 61.2, SK-MEL-5 -41.0* and MDA-MB-435 -20.9*.
`Nc1c(C(=O)N/N=C/c2cccc(Oc3ccccc3)c2)cnn1CC(O)c1ccccc1` (centres undefined) gave HS 578T 105.4, BT-549 89.4, LOX IMVI 89.2, SK-MEL-28 95.4, SK-MEL-2 95.4, T-47D 66.8, SK-MEL-5 79.0 and MDA-MB-435 96.4.
For COc1ccc(-c2cc(C(=O)N=Nc3c(O)[nH]c4ccccc34)c3ccccc3n2)cc1 the results were HS 578T 31.1, BT-549 72.9, LOX IMVI -73.6*, SK-MEL-28 -41.0*, SK-MEL-2 64.9, T-47D 12.1, SK-MEL-5 47.3 and MDA-MB-435 1.0*.
For CC(C)(C)OC(=O)N1CCN(S(=O)(=O)/N=C2\NC(=O)NC2=C(Cl)Cl)CC1 the results were HS 578T 72.9, BT-549 101.4, LOX IMVI 64.3, SK-MEL-28 85.7, SK-MEL-2 88.9, T-47D 75.3, SK-MEL-5 95.9 and MDA-MB-435 102.9.
`Cc1cc(Nc2cccc(F)c2)nc(NCc2ccccc2)n1` gave HS 578T 68.4, BT-549 82.0, LOX IMVI 18.2, SK-MEL-28 43.9, SK-MEL-2 19.8, T-47D 15.6, SK-MEL-5 33.9 and MDA-MB-435 23.2.

6 compounds out of the list, sorted by molar mass, rising.
Screening N#CCCNc1ccc(-c2ccccc2)cc1 returned HS 578T 108.9, BT-549 95.1, LOX IMVI 98.7, SK-MEL-28 103.4, SK-MEL-2 102.3, T-47D 93.5, SK-MEL-5 104.3 and MDA-MB-435 98.2.
Screening O=C1Nc2ccc(Cl)cc2/C1=N/N=C/c1cccnc1 returned HS 578T 82.1, BT-549 94.3, LOX IMVI 83.1, SK-MEL-28 108.8, SK-MEL-2 114.0, SK-MEL-5 97.5 and MDA-MB-435 94.4.
CCOC(=O)CNC(=O)C(c1ccccc1)c1ccccc1 was read as HS 578T 103.7, BT-549 79.5, LOX IMVI 98.3, SK-MEL-28 107.3, SK-MEL-2 88.7, SK-MEL-5 101.0 and MDA-MB-435 105.3.
`C#CCOc1ccccc1/C=N/Nc1nc(-c2ccc(F)cc2)cs1` gave HS 578T 95.5, LOX IMVI 91.4, SK-MEL-28 92.7, SK-MEL-2 94.3, T-47D 54.3, SK-MEL-5 94.2 and MDA-MB-435 96.4.
For COc1ccc(C2=Nn3c(N=Nc4c(O)[nH]c5ccc(OC)cc45)nnc3SC2)cc1 the results were HS 578T 111.7, BT-549 105.8, LOX IMVI 111.7, SK-MEL-28 111.4, SK-MEL-2 92.9, T-47D 85.4, SK-MEL-5 105.3 and MDA-MB-435 99.3.
`Cc1cc(-c2ccc(NS(=O)(=O)c3ccccc3)c(C)c2)ccc1NS(=O)(=O)c1ccccc1` gave HS 578T 92.6&83.4, BT-549 79.7, LOX IMVI 75.0&84.0, SK-MEL-28 108.9&92.2, SK-MEL-2 101.8&85.0, T-47D 104.7&78.7, SK-MEL-5 87.2 and MDA-MB-435 102.4&92.5.

Additional records follow:
For O=C(Nc1ccccc1)c1sc(-c2ccc(F)cc2)cc1O the results were HS 578T 78.5, BT-549 100.3, LOX IMVI 103.3, SK-MEL-28 87.8, SK-MEL-2 79.5, T-47D 59.8, SK-MEL-5 61.4 and MDA-MB-435 92.8.
For c1ccc(Cn2cc(-c3ccco3)c3ncnc(N4CCOCC4)c32)cc1 the results were HS 578T 93.8, BT-549 97.6, LOX IMVI 100.1, SK-MEL-28 113.3, SK-MEL-2 108.2, T-47D 97.5, SK-MEL-5 105.2 and MDA-MB-435 108.0.
Screening OCC1OC(OC2C(O)C(CO)OC2(CO)OC2OC(CO)C(O)C(O)C2O)C(O)C(O)C1O (centres undefined) returned HS 578T 110.2, BT-549 104.5, LOX IMVI 93.1, SK-MEL-28 105.7, SK-MEL-2 105.8, T-47D 109.6, SK-MEL-5 108.8 and MDA-MB-435 110.5.
For COc1cc(-c2cc(/C=C3\C(=O)Nc4ccc(Cl)cc43)[nH]n2)cc(OC)c1OC the results were HS 578T 7.0*, BT-549 27.1, LOX IMVI 5.8*, SK-MEL-28 -1.6*, SK-MEL-2 -19.1*, T-47D 24.8, SK-MEL-5 -68.8* and MDA-MB-435 10.3.
`COc1ccc(Cl)cc1Nc1nc(C(F)(F)F)ccc1C(=O)N/N=C/c1cccnc1` gave HS 578T 59.6, BT-549 47.1, LOX IMVI 36.3, SK-MEL-28 59.9, SK-MEL-2 39.0, T-47D 46.9, SK-MEL-5 22.2 and MDA-MB-435 58.4.
For Clc1ccc(/C=N\N=c2\scc(-c3ccc(Cl)cc3)n2/N=C/c2ccc(Cl)cc2)cc1 the results were HS 578T 96.5, BT-549 106.6, LOX IMVI 109.4, SK-MEL-28 106.5, SK-MEL-2 91.4, T-47D 96.1, SK-MEL-5 105.6 and MDA-MB-435 103.4.
`COc1ccc2c(c1)/C(=C\c1cn(C)c3ccccc13)C(=O)N2` gave HS 578T 102.6, BT-549 110.6, LOX IMVI 98.4, SK-MEL-28 96.1, SK-MEL-2 116.8, T-47D 75.9, SK-MEL-5 101.1 and MDA-MB-435 112.8.
`Cc1nn(-c2ccccc2)c2nc3c(c(-c4ccc(Cl)cc4)c12)CNC1(N3)C(=O)N(Cc2ccccc2)c2ccc(Cl)cc21` (centres undefined) gave HS 578T 88.8, BT-549 101.9, LOX IMVI 95.0, SK-MEL-28 100.3, SK-MEL-2 95.5, T-47D 85.8, SK-MEL-5 94.5 and MDA-MB-435 92.4.
Screening Clc1ccnc(Cl)n1 returned HS 578T 103.9, LOX IMVI 100.7, SK-MEL-28 105.3, SK-MEL-2 112.4, T-47D 99.3, SK-MEL-5 104.1 and MDA-MB-435 106.0.
For O=C(NCc1ccc(Cl)cc1Cl)C1CCC(=O)N1C(=O)NCc1ccc(Cl)cc1Cl (centres undefined) the results were HS 578T 106.9, BT-549 111.2, LOX IMVI 85.1, SK-MEL-28 102.5, T-47D 89.0, SK-MEL-5 101.9 and MDA-MB-435 109.5.
For CC(=O)Oc1ccc2c(c1)Oc1cc(OC(C)=O)ccc1C21OC(=O)c2ccccc21 the results were HS 578T 115.3, BT-549 104.9, LOX IMVI 96.4, SK-MEL-28 79.7, T-47D 111.9, SK-MEL-5 103.7 and MDA-MB-435 105.6.
CCOC(=O)/C=C/c1sc(-c2ccccc2)cc1N was read as HS 578T 85.7, BT-549 95.4, LOX IMVI 92.3, SK-MEL-28 107.6, SK-MEL-2 105.2, T-47D 83.1, SK-MEL-5 97.3 and MDA-MB-435 92.1.
For Cc1cc2c(C(C)C)c(O)c(O)c(C(=O)C(=O)NCc3ccccc3)c2c(O)c1-c1c(C)cc2c(C(C)C)c(O)c(O)c(C(=O)C(=O)NCc3ccccc3)c2c1O the results were HS 578T 60.1, BT-549 81.1, LOX IMVI 71.3, SK-MEL-28 85.4, T-47D 75.6, SK-MEL-5 89.6 and MDA-MB-435 102.7.
